KOR beta-arrestin-1 – KOR antagonists, beta-arrestin recruitment, cell-based, luminescence, uHTS (AID 1778). Kappa-type opioid receptor (Homo sapiens). KOR beta-arrestin recruitment, luminescence, antagonist mode; higher % means a stronger effect. inhibition, % at 10 µM, or IC50 in µM where a hit was titrated. actives 0.091% (n = 290,000); further: strong numbers were not always called active
NOD1 NF-kB reporter – NOD1 signaling inhibitors, primary screen, cell-based, luminescence, uHTS (AID 1578); inhibition, % at 4 µM, or EC50 in µM where a hit was titrated; actives 1% (n = 290,000); NOD1-driven NF-kB luciferase reporter cells, luminescence; higher % means a stronger effect; in the data active means inhibition mostly above about 36%, no sharp cut-off; inactive means mostly below about 34%;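 further: HEK-293T reporter cells stimulated with the NOD1 agonist gamma-tri-DAP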
GPR55 antagonists – GPR55 antagonists blocking LPI-driven arrestin recruitment, primary screen, imaging, U2OS, beta-arrestin-GFP, LPI agonist (AID 2013); U2OS GPR55 beta-arrestin-GFP translocation imaging, LPI antagonism; higher % means a stronger effect; inhibition, % at 10 µM, or IC50 in µM where a hit was titrated; actives 0.13% (n = 290,000);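 active means spots per cell inhibited over 60%, with over 100 cells counted and total cytoplasm intensity under 500,000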;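 further: U2OS cells stably carrying GPR55 and arrestin-GFP stimulated by 5 µM LPI near EC80; imaged beta-arrestin-GFP aggregate spots per cell after agonist stimulation; plate controls were LPI-stimulated DMSO wells for no effect and DMSO wells without LPI for full effect; some results filed as inactive read as strong as hits; confirmed hits need IC50 under 10 µM and bright autofluorescent wells are also inconclusive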
GPR35 antagonists – GPR35 antagonists blocking zaprinast-driven arrestin recruitment, primary screen, imaging, U2OS, beta-arrestin-GFP, zaprinast agonist (AID 2058) | G-protein coupled receptor 35 (Homo sapiens) | actives 0.052% (n = 290,000) | U2OS GPR35 beta-arrestin-GFP translocation imaging, zaprinast antagonism; higher % means a stronger effect | one-dose inhibition, % at 10 µM; IC50 in µM for titrated hits;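 active means inhibition of at least 50% with at least 30 cells and total cytoplasm GFP at most 10,000,000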
KOR beta-arrestin-2 – KOR agonists, beta-arrestin recruitment, primary screen, cell-based, luminescence, uHTS (AID 1777). activation, % at 10 µM; hits with a dose series show EC50 in µM. actives 0.02% (n = 280,000). KOR beta-arrestin recruitment, luminescence; higher % means a stronger effect. Kappa-type opioid receptor (Homo sapiens); in the data active means activation above about 50%, passing the limit was not always enough; further: a part of the inactive calls stands beside numbers as strong as those of hits
Myeloid diff MLP – induction of myeloid progenitor differentiation, primary screen, cell-based, flow cytometry, MLPCN library; ER-HoxA9 myeloid progenitors, lysozyme-GFP differentiation; calls only at 10 µM; actives 1% (n = 360,000);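 active means normalized GFP-positive differentiation at or above the plate's own cutoff, the solvent-only control mean plus 3 SD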;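 further: cells exposed to compound for four days before flow analysis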
NOD2 inhibition – NOD2 signaling inhibitors, cell-based, luminescence, uHTS, HEK293 (AID 1566). HEK293 NOD2/NF-kB luciferase reporter, luminescence; higher % means a stronger effect. inhibition, % at 4 µM; hits with a dose series show EC50 in µM. actives 0.63% (n = 290,000); further: many of its hits are not listed in these tables
HIV fusion peptide – inhibitors of HIV fusion peptide binding, primary screen, biochemical, uHTS, fluorescence dequenching (AID 1986) | cell-free peptide binding, fluorescence dequenching, 30 min; higher % means a stronger effect | one-dose inhibition, % at 20 µM; IC50 in µM for titrated hits | actives 0.3% (n = 290,000); in the data active means inhibition mostly above about 52%, no sharp cut-off; inactive means mostly below about 76%; further: some results filed as inactive read as strong as hits
GPR55 activation – GPR55 agonists via beta-arrestin recruitment, primary screen, imaging, U2OS cells, beta-arrestin-GFP redistribution (AID 1961); actives 0.048% (n = 290,000); U2OS GPR55 beta-arrestin-GFP redistribution imaging; higher % means a stronger effect; one-dose activation, % at 10 µM; EC50 in µM for titrated hits;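 active means activation above 40% with more than 50 cells counted in the well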;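 further: U2OS osteosarcoma cells stably expressing GPR55 and beta-arrestin-GFP; plate controls were DMSO negative control for no effect and LPI positive control for full effect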
Myeloid diff MLP GFP+ MAC1+ % – also measured in Myeloid diff MLP; calls as there; GFP+ MAC1+ double positive, %; measured here: differentiation confirmed by MAC1 staining
* hit, by the source's call; i = inactive; x = not tested or not shown; + = active, no number; [ ] = remark or other dose. Unless noted, no stated cut-off is given here; in the data, active means inhibition above about 50%; inactive means the rest.

Each structure is followed by: NOD2 inhibition	GPR35 antagonists	Myeloid diff MLP	HIV fusion peptide	GPR55 antagonists	GPR55 activation	KOR beta-arrestin-1	Myeloid diff MLP GFP+ MAC1+ %	KOR beta-arrestin-2	NOD1 NF-kB reporter
Nc1ccc(-c2cn3cccnc3n2)cc1
  -6%	-14%	i	0.0%	10%	0.3%	-28%	0.9	-6.5%	-29%
CC(=O)N1CCC(=NNS(=O)(=O)c2ccc(C)c([N+](=O)[O-])c2)CC1
  -1%	8%	i	1.3%	4%	-0.1%	-33%	2.4	5.5%	-14%
O=C(NCCCN1CCCCC1)c1ccc(CS(=O)c2ccc(Cl)cc2)o1 (centres undefined)
  17%	8%	i	-0.3%	16%	0.8%	-8%	1.0	-2.4%	-12%
COc1ccc(CN=C(Nc2ccccc2)SC2CC(=O)N(C)C2=O)cc1 (centres undefined)
  -8%	4%	i	-1.2%	4%	0.4%	19%	2.8	2.2%	-16%
CCCCCOc1ccc(C(=O)NCC(=O)NCC(=O)OCC)cc1
  9%	-4%	i	7.7%	-8%	-0.2%	-39%	1.0	7.1%	-14%
CCCc1cc(=O)oc2cc(C)cc(OCC(=O)NCc3ccccn3)c12
  8%	-8%	i	1.9%	18%	-0.2%	-22%	2.8	0.0%	-13%
Cc1nc2ccc(NC(=O)c3ccco3)cc2s1
  -56%	12%	i	0.0%	15%	0.3%	-14%[20 µM]	0.6	x	-28%
Nc1nc(-c2ccc3c(c2)NC(=O)CO3)cs1
  2%	6%	i	-3.6%	3%	3.3%	-10%	0.3	3.3%	11%
Cc1noc(C)c1Cn1nc(C(=O)O)c2ccccc2c1=O
  12%	18%	i	1.5%	-5%	0.2%	4%	0.5	-0.5%	-24%
CC(C)CC1NC(=O)N(CC(=O)N2CCN(S(=O)(=O)c3ccc4ccccc4c3)CC2)C1=O (centres undefined)
  9%	-12%	i	-3.3%	1%	-0.3%	-29%	0.8	-3.4%	-10%
CC(NCC(c1ccco1)N1CCCCC1)C(=O)NC1CCCC1 (centres undefined)
  4%	-13%	i	2.1%	6%	-0.2%	-16%	0.1	1.9%	-21%
O=C(CN1CCOc2ccccc21)NC1CCN(Cc2ccccc2)CC1
  -3%	-3%	i	0.6%	4%	-0.1%	11%	1.3	-7.6%	-3%
Cc1ccc(NCc2nnc(SCC(=O)Nc3ncc(C)s3)n2Cc2ccco2)c(C)c1
  11%	-16%	i	-0.1%	4%	0.2%	26%	1.2	2.7%	2%
Cc1ccc(N(CC(=O)NCc2ccc(F)cc2)C(=O)c2snc(C(N)=O)c2N)cc1C
  9%	0%	i	0.0%	-4%	-0.1%	-40%	0.8	3.3%	-8%
COC(=O)C1=CN(C2CC2)C=C(C(=O)OC)C1c1ccccc1OC
  -10%	2%	i	-1.6%	-4%	-0.1%	-14%	0.9	1.9%	-22%
C#CCn1c(O)c(N=NC(=O)CNC(=O)c2cccnc2)c2ccccc21
  25%	-7%	i	0.7%	11%	-0.1%	18%	2.0	1.5%	-14%
COc1cc(CNC(=O)C2CCCN2S(=O)(=O)c2ccccc2)cc(OC)c1OC (centres undefined)
  10%	9%	i	0.6%	5%	0.2%	18%	0.1	-3.2%	-15%
COc1ccc(OC)c(/C=C/C(=O)c2ccc(Cl)cc2)c1
  -27%	1%	i	-2.2%	-14%	19%	-16%	0.6	4.0%	x
O=c1[nH]nc(SCCS(=O)(=O)c2ccc(F)cc2)n1-c1ccc2c(c1)OCCO2
  -3%	-14%	i	-0.4%	-5%	-0.4%	-2%	0.6	3.0%	-6%
NC(=O)c1ccsc1NC(=O)c1ccco1
  -11%	8%	i	1.5%	-4%	-0.1%	-14%	2.1	3.3%	-35%
O=[N+]([O-])c1ccc(-c2nnc3n2CCCCC3)cc1
  -2%	8%	i	0.9%	4%	-0.1%	13%	0.3	-1.1%	-7%
O=C(NCCSc1c[nH]c2ccccc12)c1ccco1
  -18%	-13%	i	-1.0%	5%	-0.1%	41%	2.0	-1.8%	-31%
Cc1cccc(C(=O)NCCNc2nc3cc(C)c(C)cc3cc2C)c1
  19%	14%	i	-0.8%	3%	0.2%	-40%[20 µM]	0.4	-5.9%	-3%
Cc1cc(C(=O)COC(=O)CN(C)S(=O)(=O)c2ccc(Cl)cc2)c(C)n1Cc1cccs1
  -1%	-11%	i	1.3%	1%	0.2%	5%	0.3	-0.1%	-21%
CCS(=O)(=O)N1N=C(c2cccc(NS(C)(=O)=O)c2)CC1c1ccc(C)cc1 (centres undefined)
  7%	-1%	+	5.4%	-3%	-0.3%	-18%	1.0*	2.3%	-6%
COc1ccc(Cl)cc1CSc1ncn[nH]1
  5%	0%	i	-1.1%	0%	-0.3%	1%	0.4	3.3%	-8%
Cc1ccc(OCC(=O)OCC(=O)Nc2sccc2C(N)=O)cc1C
  6%	-1%	i	4.3%	-8%	-0.2%	-20%	1.0	1.7%	-16%
COc1ccc(S(=O)(=O)N2CCN(c3ccc(F)cc3)CC2)cc1C(=O)N1CCOCC1
  -2%	-4%	x	-0.8%	0%	0.3%	-5%	x	-3.4%	-14%
CC(=O)c1ccc(OCC(O)CN2CC(C)OC(C)C2)cc1 (centres undefined)
  4%	10%	i	-2.3%	2%	-0.1%	-63%	0.5	15%	26%
O=C(c1ccccc1)c1nc[nH]c1C(=O)Nc1ccccn1
  15%	5%	i	-0.6%	2%	-0.1%	-32%	0.5	-2.0%	-6%
COc1cccc(CC(=O)Nc2nc(-c3ccc(OC)c(OC)c3)cs2)c1
  4%	-9%	i	-1.4%	-4%	-0.2%	-24%	1.1	-3.0%	-8%
CCOC(=O)c1cnn(CCOC(=O)c2ccc(F)cc2)c1NC(=O)c1ccc(F)cc1
  9%	1%	i	0.6%	-5%	-0.2%	2%	0.5	3.0%	-12%
O=C(CN(CCc1ccccc1)C(=O)c1csnn1)NCc1ccc(F)cc1
  6%	1%	i	0.3%	-9%	-0.2%	11%	0.3	-5.2%	-39%
COc1ccc(C(=O)NC(C(=O)N2CCc3ccccc32)C(C)C)cc1 (centres undefined)
  -12%	9%	i	-1.4%	11%	0.1%	15%	0.9	1.0%	7%
CN(C)C(=O)N1CCN(C(=O)N(C)C)CC1
  24%	15%	i	-1.2%	29%	-0.2%	2%	1.5	-3.8%	13%
CCOC(=O)N1CCN=C1SCc1ccc(Cl)c(Cl)c1
  11%	-6%	i	0.4%	0%	-0.6%	-2%	2.0	-2.9%	-47%
O=C(NCc1ccccc1)NC(=O)c1ccc(Cl)cc1
  7%	-2%	i	2.8%	1%	0.2%	-20%	2.0	2.5%	-4%
O=C(Nc1ccc(OC(F)(F)F)cc1)c1ccc(-n2cncn2)nc1
  31%	-9%	i	1.1%	-7%	0.4%	-57%[20 µM]	0.1	3.7%	0%
O=C(Nc1ccc(F)cc1)Nc1cc(S(=O)(=O)N2CCOCC2)ccc1N1CCCC1
  -14%	2%	i	-2.3%	14%	-0.3%	0%	2.1	-0.5%	7%
O=C1c2ccccc2C(=O)c2c1cccc2N(CCO)CCO
  12%	-4%	i	31%	16%	0.5%	-13%[20 µM]	1.5	-2.2%	-17%
CN(C1CCCCC1)S(=O)(=O)c1ccc(C(=O)Nc2sc3c(c2C(N)=O)CC(C)(C)NC3(C)C)cc1
  25%	8%	i	4.2%	16%	0.6%	-1%	2.6	7.5%	2%
Cc1cc(=O)oc2cc(OCCC[n+]3ccccc3)ccc12
  -4%	13%	i	-0.9%	6%	-0.1%	24%	0.8	1.6%	-2%
O=c1c2nccnc2[nH]c(=S)n1Cc1ccccc1
  14%	-6%	i	-2.0%	-9%	0.1%	-16%	0.4	-1.9%	-24%
CCCOP(=O)(c1ccc(N(C)C)cc1)C(O)c1ccc(Br)cc1 (centres undefined)
  6%	7%	i	0.0%	5%	-0.1%	-2%	0.4	-3.0%	0%
Cc1ccc(OCC(=O)Nc2ccc(S(=O)(=O)Nc3onc(C)c3C)cc2)cc1
  16%	-2%	i	5.9%	8%	-0.1%	16%	1.0	-1.5%	10%
Cc1ccc(S(=O)(=O)CCC(=O)NCc2ccccc2)cc1
  6%	-16%	i	2.9%	2%	-0.1%	13%	0.3	1.2%	-6%
S=c1[nH]nc(-c2ccccn2)n1/N=C/c1ccc(Cl)c(Cl)c1
  5%	2%	i	0.1%	14%	0.2%	-5%	0.0	1.8%	0%
COc1cc(OC)c2ccc(=O)oc2c1C(CCN1CCN(c2ccccc2)CC1)c1ccc(N(C)C)cc1 (centres undefined)
  10%	-2%	i	-0.8%	23%	0.0%	-8%	1.3	0.9%	-13%
COc1ccc(CS(=O)(=O)c2ncn[nH]2)cc1
  6%	0%	i	-1.2%	6%	-0.1%	23%	0.4	-3.8%	-14%
NC(=O)c1nsc(C(=O)N(c2cccc(F)c2)C(C(=O)NCC2CCCO2)c2cccs2)c1N (centres undefined)
  -5%	-2%	i	2.4%	-6%	0.1%	3%	0.5	-3.0%	-30%
COC(=O)CC1C(=O)NCCN1C(=O)CSc1nnc(Nc2ccc(C)cc2)s1 (centres undefined)
  12%	-6%	i	-0.7%	-3%	0.2%	21%	0.9	-11%	7%
CCn1c(Nc2ccccc2Cl)nc2ccccc21
  -11%	-5%	i	-2.7%	8%	0.0%	1%	0.0	-3.8%	-21%
CC(C)c1nnc(NC(=O)Cc2ccc(Br)cc2)s1
  15%	15%	i	-1.7%	12%	-0.2%	9%	0.1	-2.3%	-11%
CCc1ccccc1N(CC(=O)NCCc1ccccc1)C(=O)CCC(=O)Nc1ccccn1
  6%	4%	i	-0.3%	-8%	0.1%	-4%	1.6	-3.4%	-11%
Clc1cccc(Cl)c1/C=C/c1ccn[nH]1
  8%	14%	i	-1.0%	-7%	-0.1%	-27%	1.8	-3.5%	0%
CC(C)=NNc1nc(-c2ccc([N+](=O)[O-])cc2)cs1
  -50%	4%	i	-4.4%	8%	-0.1%	-27%[20 µM]	0.5	-4.5%	-29%
COCCNc1oc(COc2cccc(C)c2)nc1C#N
  -59%	-8%	i	1.6%	20%	0.1%	10%	1.2	-1.4%	-28%

Bioassay records from PubChem BioAssay.

A portion of the library; count on the stated rates, not on these rows.
